Arr AP2 block = inhibitors of beta-arrestin/AP2 binding, primary screen, biochemical, GPCR trafficking, flow cytometry. hit rate 0.31% among 340,000. FITC-arrestin peptide / GST-AP2 beads; AP2 beta2 appendage carries R879A mutation. beta-arrestin 1 C-terminal peptide binding to AP2 beta2-adaptin appendage (human). AID 504490, 2011. inhibition, % at 10 µM;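 active = inhibition above a set limit, near 3 SD of compounds lacking own fluorescence, cut at about 54% in these data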;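 also: plate controls were DMSO wells for no effect and 5 µM unlabelled arrestin peptide for full effect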
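Assay system: GST-AP2 R879A bound to glutathione beads, E. coli-expressed; Medium: PBS with 0.05% Tween 20 and 0.1% BSA; Also added: fluorescein-tagged arrestin peptide at 50 nM final; Timing: 12 min plus 1 h, RT; Measured by: flow cytometry, FL1 (488/535 nm); Evaluation: percent drop in bead-associated FITC signal.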
dFosB activator = activators of delta FosB homodimer, primary screen, biochemical, fluorescence polarization, TAMRA-CDK5 oligo, single point; purified delta FosB; percent of positive-control signal above neutral wells; activation, % at 25 µM; hit rate 0.99% among 340,000;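 active = mean activation above about 17%, with every replicate also reaching it, limit read from the data, passing the limit was not always enough; inconclusive = only one of the two conditions met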;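 also: fluorescence polarization rise as delta FosB binds a TAMRA Cdk5 AP-1 oligo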
NSD2 HMT inh = NSD2 histone methyltransferase inhibitors, primary screen, biochemical, AlphaScreen, single concentration, set 2; Histone-lysine N-methyltransferase NSD2 (Homo sapiens), O96028; NSD2 peptide methylation, 120 min; inhibition, % at 12.5 µM; hit rate 0.54% among 310,000; in the data active = inhibition above about 50%
SR-BI uptake up = activators of SR-BI mediated DiI-HDL uptake, primary screen, ldlA[mSR-BI] CHO cells, DiI fluorescence; 3 h; 100 = double the neutral-control signal; activation, % at 12.5 µM; hit rate 0.096% among 320,000; AID 504775, 2011;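 active = mean replicate activation of at least 60% and every replicate at or above 60%; inconclusive = mean or all-replicate condition met, but not both; inactive = mean below 60% and not all replicates reaching 60%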;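 also: 0% = median plate neutral-control signal and 100% = twice that signal; values of inactives mirror those of a sister screen read the other way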
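System: CHO ldlA[mSR-BI] cells / Medium: HEPES-buffered (25 mM, pH 7.4) F12 plus 0.5% BSA / Probe or stimulus: labelled HDL, 10 µg/mL / Doses: single compound concentration, delivered by pin transfer / Schedule: 3 h, 37 °C / Measured by: DiI fluorescence, bottom read / Measure: cell-associated DiI fluorescence as measure of HDL uptake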
SR-BI DiI inh = inhibitors of SR-BI mediated HDL lipid uptake, primary screen, ldlA[mSR-BI] cells, fluorescence, single point; Scavenger receptor class B member 1 (Mus musculus), Q61009; ldlA[mSR-BI] CHO cells, DiI-HDL uptake fluorescence, 3 h; inhibition, % at 12.5 µM; hit rate 0.96% among 320,000; AID 488896, 2010;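 active = mean replicate inhibition of at least 70% and a set share of replicates each scoring 70 or more; inconclusive = meets just one of the two criteria; inactive = fails both criteria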;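 also: 0% = median of neutral control wells and 100% = median of positive control wells; values of inactives mirror those of a sister screen read the other way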
Target sequence (Q61009 whole entry, looked up): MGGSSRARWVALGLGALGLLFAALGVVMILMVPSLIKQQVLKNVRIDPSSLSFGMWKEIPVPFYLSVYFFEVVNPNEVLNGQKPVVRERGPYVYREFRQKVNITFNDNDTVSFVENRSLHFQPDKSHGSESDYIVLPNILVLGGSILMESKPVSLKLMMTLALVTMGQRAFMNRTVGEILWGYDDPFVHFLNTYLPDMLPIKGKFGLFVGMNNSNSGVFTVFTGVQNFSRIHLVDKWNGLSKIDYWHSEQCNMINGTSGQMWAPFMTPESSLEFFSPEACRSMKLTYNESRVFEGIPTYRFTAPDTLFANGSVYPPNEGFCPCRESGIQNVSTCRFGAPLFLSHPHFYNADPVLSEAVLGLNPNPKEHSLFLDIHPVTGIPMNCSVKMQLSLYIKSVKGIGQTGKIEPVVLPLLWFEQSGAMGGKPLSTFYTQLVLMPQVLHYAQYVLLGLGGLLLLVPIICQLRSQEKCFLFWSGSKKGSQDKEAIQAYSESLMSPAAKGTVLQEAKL
PKA-R1A activ = activators of PKA-R1A holoenzyme, primary screen, biochemical, fluorescence polarization, Cy5-IP20, bovine R1A, mouse PKAc; cAMP-dependent protein kinase type I-alpha regulatory subunit (Bos taurus) + …; PKA-R1A dissociation; scaled: DMSO 0%, 113 µM cGMP 100%; activation, % at 11.4 µM; hit rate 0.083% among 340,000; AID 504707, 2011;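 active = percent activation above the mean of all tested compounds plus 3 SD, cut at about 19% in these data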;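 also: higher means more PKAc released from R1A so a rise in polarization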
PKA-R2B act = activators of PKA-R2B holoenzyme, primary screen, biochemical, fluorescence polarization, Cy5-IP20, human. activation, % at 11.4 µM. cAMP-dependent protein kinase catalytic subunit beta (Homo sapiens) + cAMP-dependent …. hit rate 0.079% among 340,000. AID 504700, 2011. PKA-R2B holoenzyme dissociation; R2B truncated from residue 108, S112A mutant; 0% DMSO only, 100% 113 µM cGMP;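 active = activation above a cutoff set at the mean over all compounds plus 3 SD, cut at about 18% in these data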;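 also: higher means more holoenzyme dissociation and a rise in polarization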
Target sequence (P31323 whole entry, looked up, other chains not shown, the tested form may be a part): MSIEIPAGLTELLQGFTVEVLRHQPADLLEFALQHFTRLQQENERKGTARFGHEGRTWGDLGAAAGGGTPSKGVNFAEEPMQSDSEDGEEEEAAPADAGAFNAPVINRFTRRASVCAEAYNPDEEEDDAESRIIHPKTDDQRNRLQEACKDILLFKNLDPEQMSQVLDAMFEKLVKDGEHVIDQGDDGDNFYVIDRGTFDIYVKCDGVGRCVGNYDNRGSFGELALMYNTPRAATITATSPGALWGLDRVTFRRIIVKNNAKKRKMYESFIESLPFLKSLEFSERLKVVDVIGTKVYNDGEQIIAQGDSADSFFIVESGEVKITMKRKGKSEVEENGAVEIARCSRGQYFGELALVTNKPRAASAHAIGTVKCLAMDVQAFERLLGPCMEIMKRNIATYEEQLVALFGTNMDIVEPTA
MITF act = activators of MITF-driven TRPM1 promoter reporter, primary screen, cell-based, SK-MEL-5, luciferase, single point; AID 588334, 2011; SK-MEL-5 TRPM1-promoter luciferase, 24 h; % of positive control, neutral wells = 0; hit rate 0.75% among 300,000; activation, % at 12.5 µM;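 active = mean activation of at least 80% with every replicate also reaching 80%; inconclusive = mean reaches 80% but some replicate falls short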;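 also: 0% = neutral control wells and 100% = parthenolide positive control wells; values of inactives mirror those of a sister screen read the other way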
Pemphigus Ab inh = inhibitors of pemphigus antibody binding to DSG3, primary screen, biochemical, bead-based, flow cytometry, scFv-GFP; AID 588358, 2011; DSG3-coupled beads, scFv-anti-DSG3-GFP binding; stronger effect = lower value; hit rate 0.48% among 310,000; binding (percent of control), % at 10 µM;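 active = binding more than 3 SD below its plate's average and above zero; inconclusive = below that plate limit but binding exactly zero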; also: some compounds called inactive have numbers as strong as hits
SUMO Mot1 rescue = yeast Mot1-301 growth rescue at high temperature, primary screen, SUMOylation pathway inhibitor project, S. cerevisiae, ATP luminescence, 38.5C; S. cerevisiae Mot1-301 growth rescue; percent above DMSO median, 100 means doubled; growth rescue, % at 18.8 µM; hit rate 1% among 320,000; AID 2716, 2010;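 active = every valid replicate shows activation above 250% relative to neutral control wells; inactive = the rest, any valid replicate at or below 250%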;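 also: OY570 slx delta 5 strain wells were the positive control but not used for scaling; some compounds called inactive have numbers as strong as hits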
CDK5 p35 inh = inhibitors of human CDK5/p35 kinase, primary screen, biochemical, single concentration; Cyclin-dependent kinase 5 (Homo sapiens) + Cyclin-dependent kinase 5 activator 1 (Homo …; Recombinant CDK5/p35, ADP-Glo luminescence, 60 min; inhibition, % at 10 µM; hit rate 0.01% among 330,000; AID 488839, 2010;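 active = highest replicate inhibition of at least 50% and at least 75% of replicates reaching 50%; inconclusive = only one of the two criteria met; inactive = both criteria failed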;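 also: plate controls were DMSO neutral control for no effect and GW8510 at 10 µM for full effect; many of its hits are not listed in these tables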
* hit, by the source's call; i = inactive; ? = inconclusive; . = not tested or not shown.

SMILES	Arr AP2 block	dFosB activator	NSD2 HMT inh	SR-BI uptake up	SR-BI DiI inh	PKA-R1A activ	PKA-R2B act	MITF act	Pemphigus Ab inh	SUMO Mot1 rescue	CDK5 p35 inh
CCOc1ccc(NC(=O)CC(=O)Nc2ccc(OCC)cc2)cc1	12	-7	0	6	-6	4	8	.	99	19	-0.1
Cc1nc(/C=C/c2ccccc2)[nH]c(=O)c1-c1ccccc1	-8	0	23	4	-4	-2	3	25	93	-5	0.5
CN1CCC(N(C)S(=O)(=O)c2ccc(Cl)cc2)CC1	14	-3	2	0	0	-1	-9	1	100	21	1.2
O=C(Nc1ccc(CN2CCOCC2)cc1)c1cc(Br)ccc1Cl	11	-3	-1	-7	7	-1	-7	.	107	29	0.1
O=C(CSc1n[nH]c(=O)[nH]c1=O)c1ccc([N+](=O)[O-])cc1	34	-1	3	.	.	-11	-7	-1	94	-7	1.0
COc1ccccc1NC(=O)CCN1C(=O)/C(=C/c2cc(OC)c(OC)c(OC)c2)SC1=S	-3	-12	-1	-30	30	5	7	9	98	-1	1.9
CCSc1ccc(C(=O)Nc2cccc(C)n2)cc1[N+](=O)[O-]	0	7	-2	-60	60	4	1	22	98	-15	2.1
CCOc1ccc(Br)cc1C(=O)N/N=C/c1cccnc1	4	-8	-2	-15	15	-3	-1	3	106	1	-4.0
O=C(Nc1cccnc1)c1cc(-c2ccc(Br)cc2)on1	-3	4	.	0	0	6	-2	.	99	142	-0.3
O=C(Nc1sc2c(c1C(=O)O)CCC2)c1ccccc1	0	-11	18	.	-14	-3	-2	7	.	13	-1.4
CCN(CC)S(=O)(=O)c1ccc(C)c(NC(=O)CNCCN(C(C)C)C(C)C)c1	-5	-6	-1	.	.	-3	-5	12	102	1	0.9
Cc1cc(CNC(=O)c2cccc([N+](=O)[O-])c2)c2ccccc2n1	-9	-1	.	.	.	8	2	-26	112	-13	0.7
O=C(NCCCCc1ccccc1)c1cccc(NC(=O)C2CCCCC2)c1	-19	-6	.	1	-1	-12	-1	5	100	.	0.7
Cc1c(O)ccc(C(=O)COc2ccc(F)cc2)c1O	11	6	2	-17	17	-7	-3	?	110	35	-0.5
CC1CN/C(=C\C(=O)c2ccccc2)C(=O)N1 (stereo not drawn)	-2	-1	2	1	-1	1	-5	61	105	-4	0.2
Cc1c(O)c(=O)ccn1C	18	-2	.	9	6	1	5	5	101	-10	0.2
Cc1nonc1C(=O)N1CCCC(Nc2ccc(C(C)C)cc2)C1 (stereo not drawn)	6	-1	5	2	-2	5	6	9	103	-6	1.3
Cc1nn(C)cc1C(C)NC(=O)c1cc(COc2c(F)cccc2F)on1 (stereo not drawn)	-1	-2	0	1	-1	-1	-7	18	107	-9	-0.3
O=C(CN1CCN(Cc2ccccc2)CC1)Nc1ccc2c(c1)CCC2	10	-10	1	2	-2	-12	-11	-2	111	5	-0.3
O=C1NCCCC1C(=O)N/N=C/c1ccccc1O (stereo not drawn)	3	-3	-8	-10	10	-6	0	-3	95	-14	-1.1
COc1ccc(CNc2oc(COc3ccccc3)nc2C#N)cc1	13	-10	6	-6	6	3	-2	.	.	9	-0.1
Cn1c(=O)c2c(ncn2CCNC2=NCCCCC2)n(C)c1=O	36	4	2	3	-3	4	2	4	105	63	0.8
CCC(CO)Nc1ccc(-c2nn(C)c(=O)c3ccccc23)cc1[N+](=O)[O-] (stereo not drawn)	7	-4	1	-24	24	-1	1	1	103	-11	-11
CCOC(=O)Cn1c(=O)n(C2CCCC2)c(=O)c2ccccc21	13	0	-3	-4	4	-2	4	.	103	3	0.3
COc1ccc(NC(=O)C2CCC(N3C(=O)C4CCCCC4C3=O)CC2)cc1 (stereo not drawn)	30	7	-3	.	.	-1	0	-1	98	-2	0.0
CN(C)CCCN(C(=O)c1ccc(S(=O)(=O)N(C)Cc2ccccc2)cc1)c1nc2cc3c(cc2s1)OCO3	-5	?	1	-4	4	-3	9	-85	112	-5	-0.8
COc1ccccc1C(=O)NC(=O)COC(=O)c1cccc(OC(F)F)c1	24	2	27	6	-6	2	-9	2	90	-8	-0.9
CC(OC(=O)C1CC(=O)N(Cc2ccco2)C1)C(=O)Nc1cccc(C#N)c1 (stereo not drawn)	-4	5	13	26	-26	3	1	-5	95	.	0.5
CC1CC(N(C(=O)c2ccc(Cl)cc2)c2ccccc2)c2ccccc2N1C(=O)c1ccco1 (stereo not drawn)	1	1	0	-4	4	1	2	-16	103	-10	-1.2
COc1ccc(C)cc1S(=O)(=O)Nc1cc2c3c(c1)CCC(=O)N3CCC2	13	-18	1	7	-7	-1	-2	-1	96	-5	-1.9
CCOc1ccccc1NC(=O)c1cc(-c2cc(OC)c(OC)c(OC)c2)nc2ccccc12	-2	-11	-8	-72	72*	2	-3	-10	.	2	1.0
Cc1ccc(NC(=O)COC(=O)Cc2csc(-c3ccc(Cl)cc3)n2)cc1C	3	5	-1	4	-4	-12	-8	43	101	46	-0.7
O=C(COC(=O)C1=COCCO1)NCc1ccc(Cl)cc1	-6	3	2	12	-12	1	-2	-16	98	5	2.8
O=C(O)c1cc(NS(=O)(=O)c2ccc(F)cc2)cc(NS(=O)(=O)c2ccc(F)cc2)c1	-3	-9	0	13	-13	-3	-5	8	.	5	-3.0
Cc1nn(C)c(C)c1S(=O)(=O)NC1CCCc2ccccc21 (stereo not drawn)	-1	-1	0	-8	8	-1	2	-8	100	-12	-0.6
Cc1cc(N2CC(C)OC(C)C2)n2cc(-c3ccccc3)nc2n1 (stereo not drawn)	11	5	0	0	0	-2	8	2	122	16	1.7
CN(CCc1ccccn1)Cc1ccc(Cl)cc1	-6	0	15	36	-36	-15	8	9	95	7	-1.0
CCCn1nc(NS(=O)(=O)c2ccccc2)c2cc3cc(C)ccc3nc21	1	-5	-1	5	-5	-1	-3	7	93	-26	1.4
CC(=O)N1CCC(C(=O)NC2CCCc3c2cnn3-c2cc(F)cc(F)c2)CC1 (stereo not drawn)	25	-8	0	6	-6	-10	3	-13	101	-13	-1.3
COc1ccc(OCCNC(=O)C(Cc2c[nH]c3ccccc23)NC(C)=O)cc1 (stereo not drawn)	33	1	-1	-5	5	9	0	-14	107	.	-0.2
O=C(O)c1cccc(CSc2nnc(-c3cccnc3)o2)c1	38	-9	-2	-11	11	-4	-1	-3	101	.	-0.1
CC(C)Cc1ccc(S(=O)(=O)Nc2cccnc2)cc1	26	-1	-1	16	-16	0	1	2	97	60	0.1
CCOC(=O)CC(NC(=O)Cc1ccccc1)c1ccccc1Cl (stereo not drawn)	-4	-8	-2	15	-15	3	-1	8	107	-3	0.2
O=C(Nc1cccnc1Cl)c1cccnc1Cl	-6	-2	-2	7	-7	1	-2	6	87	99	-0.9
CC(C)Oc1cccc(C(=O)NC(=S)NCc2cccnc2)c1	21	7	0	-18	18	4	1	-15	130	.	1.3
Cc1nn(-c2ccccc2)c(C)c1/C=N/NC(=O)CSc1nnc(SCc2cccc3ccccc23)s1	36	-4	0	-73	73*	2	-2	15	102	0	-1.5
CCNC(=S)NNC(=O)Cn1nc(C)cc1C	1	2	-5	26	-26	-1	-3	-3	97	-10	-2.3
CCCc1nnc(NC(=O)CCC(=O)N2CCC(Cc3ccccc3)CC2)s1	13	-9	-3	11	-11	2	2	4	93	5	.
O=C(Nc1cccnc1)c1ccc(CN2CCc3ccccc3C2)cc1	15	-6	-3	-9	9	4	-12	.	.	84	-0.3
Cc1cc2cc3c(N)[nH]nc3nc2cc1C	3	0	-1	1	-1	0	1	.	99	.	-1.7
COc1cc(C(=O)OCc2cc(=O)oc3c(C)c(C)ccc23)ccc1OC(F)F	-11	2	-1	.	.	11	2	-26	98	256	1.0
O=c1ccc(S(=O)(=O)N2CCCC2)c[nH]1	-1	-5	0	8	-8	-3	-6	5	.	-1	0.4
O=C(OCC(=O)c1ccc[nH]1)c1ccc(C(F)(F)F)cc1	-3	-7	1	8	-8	9	-3	13	131	6	-2.5
CC(=O)Nc1ccc(-c2cc(C(=O)O)c3ccccc3n2)cc1	1	-8	0	18	-18	-10	-3	2	89	-2	0.4
Cc1nn(CC(=O)NCCN2CCCCCC2)c(=O)c2nn(-c3ccccc3)c(C)c12	2	-4	4	15	-15	-10	-4	-1	109	6	0.5
COCc1cc(=O)[nH]c(/N=C(\N)Nc2ccc(C)cc2C)n1	17	-5	-3	5	-5	-2	-13	-3	111	31	-1.1
O=C(NCCN1CCOCC1)c1sc2cc(Cl)ccc2c1Cl	5	-10	0	-13	13	0	4	14	103	i	1.4
c1ccc(-c2cc3cc4c(cc3cn2)OCO4)cc1	3	-22	.	-13	13	10	-17	27	99	528*	0.2
CCN(CC(=O)Nc1cccc(OC)c1)CC(=O)Nc1ccc(C)cc1Cl	3	-6	-3	-31	31	4	8	-7	102	0	-1.9

From PubChem BioAssay
